OX1R antag-1: OX1R (HCRTR1) antagonists, primary screen, fluorescence, CHO/OX1R cells, Fluo-8 calcium, orexin A; AID 434989, 2010; Orexin/Hypocretin receptor type 1 (Homo sapiens), O43613; inhibition, % at 5 µM; Fluo-8 calcium fluorescence; 330,000 compounds, 0.43% hits;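 active = inhibition above its plate's threshold, mean inhibition of all tested compounds on the plate plus 3 SD, cut at about 37% in these data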;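 also: 0% = orexin A challenge wells and 100% = SB-334867-A antagonist wells; not every result past the cut was called active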
Target sequence (O43613 whole entry, looked up): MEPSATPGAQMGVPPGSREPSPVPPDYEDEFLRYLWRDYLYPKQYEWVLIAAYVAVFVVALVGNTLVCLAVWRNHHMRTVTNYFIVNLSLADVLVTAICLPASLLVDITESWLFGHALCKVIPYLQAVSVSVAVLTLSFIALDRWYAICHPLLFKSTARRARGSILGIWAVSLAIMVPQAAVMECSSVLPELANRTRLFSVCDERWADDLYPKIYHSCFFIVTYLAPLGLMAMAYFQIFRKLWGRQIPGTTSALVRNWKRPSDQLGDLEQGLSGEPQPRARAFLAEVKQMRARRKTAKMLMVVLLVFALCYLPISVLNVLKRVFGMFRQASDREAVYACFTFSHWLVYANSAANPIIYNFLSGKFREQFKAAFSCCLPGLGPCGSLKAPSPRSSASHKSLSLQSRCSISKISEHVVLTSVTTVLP
OX1R antag-2: antagonists of human orexin 1 receptor (OX1R); 330,000 compounds, 1.8% hits; OX1R-expressing cells, FRET antagonist read-out; inhibition, % at 6.6 µM; Orexin/Hypocretin receptor type 1 (Homo sapiens), O43613; AID 485270, 2010; in the data active = inhibition mostly above about 38%, no sharp cut-off; inactive = mostly below about 40%;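 also: 0% = agonist challenge alone and 100% = reference antagonist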
An asterisk follows results filed as active.

SMILES	OX1R antag-1	OX1R antag-2
CCn1cc(CN2CCCC(CO)(Cc3cccc(Cl)c3)C2)cn1 (configuration not stated)	-31	8
COC(=O)CC/C(O)=C1\C(=O)CC(C)(C)CC1=NCCc1nc2ccccc2[nH]1	-12	10
Cc1ccc(NC(=O)COc2ccccc2)c(NC(=O)c2ccco2)c1	-5	21
COc1ccc(C2CC(c3ccc4ccccc4c3)=NN2C(=O)CN2C(=O)CCC2=O)cc1 (configuration not stated)	13	0
COc1ccccc1C(=O)N/C(=C\c1cn(S(=O)(=O)N(C)C)c2ccccc12)C(=O)N1CCOCC1	-13	15
CCCC(C)c1nnc(NC(=O)CCS(=O)(=O)Cc2ccccc2)s1 (configuration not stated)	-12	12
COc1ccc(/C=C/C(=O)Nc2c(C(=O)O)[nH]c3ccccc23)cc1OC	-1	23
Cc1ccc(-c2n[nH]c(=S)n2-c2ccccc2)cc1	-27	15
COc1cccc(C2c3[nH]c4ccccc4c3CCN2CCCn2cccn2)c1 (configuration not stated)	-17	24
COc1ccc(CCC(=O)Nc2ccc(S(=O)(=O)Nc3nccc(C)n3)cc2)cc1	-11	8
COc1cc(-c2noc(C)c2C(=O)NCC[C@@H]2CCCN2C)cc(OC)c1OC	-14	3
N=c1c(C(=O)NCC2CCCO2)cc2c(=O)n3ccccc3nc2n1C1CCCCC1 (configuration not stated)	-9	53
COc1ccc(Cl)cc1NC(=O)NCc1ccccn1	-17	17
C=CCOC(=O)C1=C[C@H](C2CCCCC2)C[C@H](OCc2ccc(CO)cc2)O1	-26	25
O=C(Oc1c(Cl)cc(Cl)c2ccccc12)N1CCCC1	-26	11
C=CCN1C(=O)c2ccc(C(=O)N(C)CC(=O)Nc3c(C)cccc3C)cc2C1=O	-19	25
COC(=O)C(NC(C)=O)(Nc1nc2ccc(S(C)(=O)=O)cc2s1)C(F)(F)F (configuration not stated)	-5	0
O=C(N/N=C/c1c(Nc2cccc(C(F)(F)F)c2)nc2ccccn2c1=O)c1ccccc1[N+](=O)[O-]	3	4
CC(C)CNC(=O)/C=C/c1cccs1	0	15
Cc1cc(Sc2ccc([N+](=O)[O-])cn2)ccc1Br	-12	7
CCC(C)NC(=S)N(CCc1ccccc1)Cc1cc2cc(OC)c(OC)cc2[nH]c1=O (configuration not stated)	-8	20
O=C(Nc1ccc2c(c1)OCO2)Nc1ccc(F)cc1F	0	11
CC(C)N(C)C(=O)c1ccc(OC2CCN(CCc3ccccc3)CC2)cc1	-27	9
COc1cc(C)nc(OCCNC(=O)COc2ccc(Cl)cc2C)n1	-35	33
NNc1nc(-c2ccccc2)c2cc(Br)ccc2n1	-14	1

New compounds follow:
SMILES	OX1R antag-1	OX1R antag-2
Cc1ccc(C)c(NC(=O)Cn2c(=O)n(-c3ccc(CC(=O)NCC4CCCO4)cc3)c(=O)c3ccccc32)c1 (configuration not stated)	-4	7
CC(C)(C)C(=O)Nc1ccc(Oc2ccc3c(c2)C(=O)N(c2ccc(O)cc2)C3=O)cc1	-14	16
CCCN1CCC(NC(=O)Nc2ccc(F)cc2F)CC1	-4	1
Cc1cnc(C(=O)Nc2cccc3ncccc23)cn1	-11	30
Cc1ccc(CN=C2NC(=O)C(CC(=O)NCCc3ccccc3)S2)cc1 (configuration not stated)	-16	3
COc1ccc(OCC(=O)N2CCOCC2)cc1	2	7
CC1CCN(c2c(NCC3CCC(C(=O)N4CCCCC4)CC3)c(=O)c2=O)CC1 (configuration not stated)	-13	2
COCCCNC(=O)CSc1nc2cc(C(=O)NCCOC)ccc2c(=O)n1Cc1ccc2c(c1)OCO2	-18	30
Cc1cccc(-n2nnnc2SC(C)C(=O)NCCC2=CCCCC2)c1 (configuration not stated)	-20	14
CC1=C(n2nnc([N+](=O)[O-])n2)C(c2cccnc2)C(C#N)=C(N)O1 (configuration not stated)	3	40
CCOc1ccc(C(C)=O)cc1CN1C(=O)NC2(CCCCC2C)C1=O (configuration not stated)	-33	18
COc1ccc(C(=O)CSc2nc3c(c(=O)n(C)c(=O)n3C)n2C)cc1	-6	5
CCCCNC(=S)Nc1ccc2nc(N3CCN(CC)CC3)cc(C)c2c1	-30	0
COc1ccc(CCNC(=O)CCNC(=O)N2CC(=O)Nc3ccccc32)cc1OC	-12	5
Cc1[nH]c2ccccc2c1C1=CN2CCS(=O)(=O)N=C2S1	-10	19
Oc1cccc2ccc(/C=C/c3ccccc3Br)nc12	-16	8
Cc1cc(C)n2nc(SCc3cc(=O)oc4ccc5ccccc5c34)nc2n1	-23	36
Cc1ccc(/C=N/NC(=O)CNC(=O)c2ccc(C)c([N+](=O)[O-])c2)o1	-9	29
Cn1c(SCC(=O)N2CCCC2=O)nnc1-c1ccccc1F	-8	19
NC(=O)c1ccc[n+](CC(=O)c2ccc(F)cc2)c1	1	11
Cc1nn(CC(O)Cn2c3c(c4ccccc42)CCN(C)C3=O)c(C)c1Br (configuration not stated)	-30	16
Cc1cc2nc(/C=C/c3nc4cc(C)c(C)cc4[nH]3)[nH]c2cc1C	-32	-4
CON(C)c1nc(C2CCCCC2)c2cc(C)ccc2n1	-51	29
CCCCN(C)CCC(=O)Nc1ccc(F)c(F)c1	-5	16
COCCn1ccc2c(OCC(=O)Nc3cc(OC)ccc3OC)cccc2c1=O	-2	45

Not a retest: two of the compounds above.
SMILES	OX1R antag-1	OX1R antag-2
Cc1ccc(C)c(NC(=O)Cn2c(=O)n(-c3ccc(CC(=O)NCC4CCCO4)cc3)c(=O)c3ccccc32)c1 (configuration not stated)	-4	7
CC(C)(C)C(=O)Nc1ccc(Oc2ccc3c(c2)C(=O)N(c2ccc(O)cc2)C3=O)cc1	-14	16

Continued.
SMILES	OX1R antag-1	OX1R antag-2
O=[N+]([O-])c1ccc(-c2csc(N/N=C/c3cccnc3)n2)cc1	-11	12
CC1(NC(=O)Cc2c(Cl)cccc2Cl)CCS(=O)(=O)C1 (configuration not stated)	-4	7
CN1CCN(CC(=O)Nc2ccccc2Sc2ccccc2)CC1	-3	19
O=C(OCN1C(=O)c2ccccc2C1=O)/C(=C\c1ccco1)NC(=O)c1ccccc1	-7	17
COCCNC(=O)c1onc(CSc2ccc(C)c(C)c2)c1C(=O)O	-10	13
COc1ccc(Cl)c2c1[nH]c1nc(SCc3cccnc3)nnc12	-14	4
O=C(CSc1cccs1)Nc1cccc2ccccc12	-3	29
CC(=O)c1sc2c(c1N)c(=O)[nH]c(=O)n2-c1ccccc1	-4	5
N#CC(C#N)=c1ccc2c(c1)N1C3=C(CCCC3)CC3CCCCC31N=2 (configuration not stated)	-31	12
CC(NC(=O)C1CCN(S(=O)(=O)c2ccccc2)CC1)c1ccccc1 (configuration not stated)	-1	12
COc1ccc(-c2nc(N)n(C(=O)Cc3ccccc3)n2)cc1	-13	27
COc1ccccc1-c1cc(C(=O)Nc2ccc(F)cc2F)no1	5	7
COc1ccc(CNC(=O)C(NS(=O)(=O)c2ccc3c(c2)CCCN3C(C)=O)C(C)C)cc1 (configuration not stated)	-35	9
COc1cccc(CNn2cnnc2)c1O	-7	13
Cc1oc(-c2ccc(Cl)cc2)nc1CS(=O)CC(=O)NCCCN1CCOCC1 (configuration not stated)	-19	-4
Cn1cc(S(=O)(=O)Nc2ccc(Br)cc2F)c(=O)n(C)c1=O	-7	-2
CCC(=C(c1ccc(OC)cc1)c1ccc(OC)cc1)c1cn(CC(O)CN(CCO)CCO)c2ccccc12 (configuration not stated)	-6	9
O=C(Cn1cnc2ccccc2c1=O)c1cccs1	1	-7
Cc1ccccc1/C=C/C12NC(=O)CN1c1ccccc1C2(C)C (configuration not stated)	-9	8
CCc1ccc(-c2cn3nc(-c4ccccc4)cnc3n2)cc1	17	5
CN(C)C(=O)Nc1ccccc1	-1	6
CCOc1ccc(CC(=O)Nc2nccs2)cc1OCC	-28	25
COc1ccc2c(CC(=O)NCc3ccc4c(c3)OCO4)coc2c1	-12	31
Cc1cc(NC(=O)CCC(=O)N(CC(=O)NC2CCCC2)c2ccc(C)c(F)c2)no1	-23	12
O=C(c1ccc(C(F)(F)F)cc1)C1CCCN(C(=O)c2cnccn2)C1 (configuration not stated)	-13	5

Carrying on.
SMILES	OX1R antag-1	OX1R antag-2
CC(=O)Cc1cc2cc([N+](=O)[O-])ccc2oc1=O	2	28
N=C1S/C(=C\c2ccccc2)C(=O)N1c1ccc(F)cc1	0	4
O=C(CN1CCN(c2ncccn2)CC1)Nc1ccccc1C(F)(F)F	-18	13
CCOc1cc(-c2nnc(NC(=O)c3ccco3)o2)cc(OCC)c1OCC	-8	3
CCOC(=O)CCC(=O)OCC(=O)NC(C)C1CC2CCC1C2 (configuration not stated)	-3	14
Cc1cc(C)n(CC(O)Cn2c3ccccc3c3ccccc32)c(=O)n1 (configuration not stated)	6	27
CCOC(=O)c1sc(NC(=S)NC(=O)CC(C)C)cc1C	-8	14
CC(C)Cn1c(=O)c2c(nc3n2CCCN3CCc2ccccc2)n(C)c1=O	-28	25
COc1ccc(NC(=O)N2CCCCC2)cc1	-15	6
CC1=C(C(=O)Nc2ccccc2C(=O)N2CCCCC2)SCCO1	-14	5
COc1cc(/C=N/Nc2ccc(Cl)c(C(=O)O)c2)ccc1OC(=O)c1ccco1	-14	6
COc1ccc(-c2ccc(CO)o2)cc1N	2	11
CCCC(=O)C1CCN(Cc2ccccc2)CC1	-17	11
CC(=O)Nc1cccc(NS(=O)(=O)c2cn(C)c(=O)n(C)c2=O)c1	-10	11
S=C(NCCc1ccccc1)NC1CCCCCC1	-7	47
Cc1ccc(C(=O)N/C(=C\c2cccc([N+](=O)[O-])c2)C(=O)OCN2C(=O)c3ccccc3C2=O)cc1	-18	5
O=C(CCCN1C(=O)c2ccccc2C1=O)Nc1ccc(Br)cn1	-13	18
CC(C)(C)OC(=O)C[C@H]1C/C=C\C[C@@H](CC(=O)N[C@H](CO)Cc2ccccc2)C(=O)NC[C@@H](c2ccccc2)OC1=O	4	8
O=C(O)c1cc(-c2ccccc2)nn1CC1CC(c2cccnc2)=NO1 (configuration not stated)	-11	29
CCOc1ccc(C(=O)NCC(=O)N2CCN(Cc3ccccc3)CC2)cc1	-8	4
NS(=O)(=O)c1ccc(NC(=O)COC(=O)CCNC(=O)NC23CC4CC(CC(C4)C2)C3)cc1	-6	5
C=CCc1ccccc1OCC(O)CNC(=O)c1ccccc1C(=O)O (configuration not stated)	-27	11
C[C@@H]1O[C@@H](O[C@@H]2[C@@H](O)[C@H](OCCc3ccc(O)c(O)c3)O[C@H](CO)[C@H]2OC(=O)/C=C/c2ccc(O)c(O)c2)[C@H](O)[C@H](O)[C@H]1O	-6	5
Cc1ccc(C(=O)Nc2nc3ccccc3[nH]2)cc1	-7	22
Cc1ccsc1/C=N/NC(=O)C(=O)NCC(C)C	-31	19

Part of the list above in order of length of the SMILES, high to low:
SMILES	OX1R antag-1	OX1R antag-2
CC(=O)Nc1cccc(NS(=O)(=O)c2cn(C)c(=O)n(C)c2=O)c1	-10	11
O=C(CN1CCN(c2ncccn2)CC1)Nc1ccccc1C(F)(F)F	-18	13
Cc1ccsc1/C=N/NC(=O)C(=O)NCC(C)C	-31	19

(more compounds)
SMILES	OX1R antag-1	OX1R antag-2
O=C(COC(=O)/C=C/c1ccco1)Nc1ccc(F)cc1Cl	-9	5
CC(=O)c1ccc(NC(=O)c2cccc(N3C(=O)c4ccccc4C3=O)c2)cc1	-6	9
COc1cc(/C=C2/SC(=S)N(Cc3ccccc3)C2=O)ccc1OCC(=O)O	-16	8
Cc1ccc(S(=O)(=O)c2nc(S(C)(=O)=O)sc2N(C)C)cc1	-14	1
Cn1nnc2c(N3CCCCC3)nccc21	4	-9
Cc1ccc(NC(=O)C2CCC(CNC(=O)[C@@H]3Cc4ccccc4CN3)CC2)cc1 (some centres not stated)	-14	4
Cc1cc(C(F)(F)F)c(C#N)c(=O)[nH]1	-13	17
COc1cc(/C=N\Nc2nc(-c3cccs3)c(NC(C)=O)s2)ccc1O	-10	8
CCc1ccc(NC(=O)Nc2cc(C(=O)NCC3CCCO3)ccc2N2CC3CC(C2)c2cccc(=O)n2C3)cc1 (configuration not stated)	-45	5
CCSc1nnc(NC(=O)C2CCN(S(=O)(=O)c3cc(C(F)(F)F)ccc3Cl)CC2)s1	-27	9

A few values from the list:
OX1R antag-1, `Cn1nnc2c(N3CCCCC3)nccc21` is entered as 4
OX1R antag-1, `CCc1ccc(NC(=O)Nc2cc(C(=O)NCC3CCCO3)ccc2N2CC3CC(C2)c2cccc(=O)n2C3)cc1` (configuration not stated) is entered as -45
OX1R antag-2, `O=C(COC(=O)/C=C/c1ccco1)Nc1ccc(F)cc1Cl` is entered as 5
OX1R antag-1, `COc1cc(/C=C2/SC(=S)N(Cc3ccccc3)C2=O)ccc1OCC(=O)O` is entered as -16
OX1R antag-2, `COc1cc(/C=N\Nc2nc(-c3cccs3)c(NC(C)=O)s2)ccc1O` is entered as 8

Looked up by compound from the entries so far, 3 records:
SMILES	OX1R antag-1	OX1R antag-2
COc1cc(/C=N\Nc2nc(-c3cccs3)c(NC(C)=O)s2)ccc1O	-10	8
O=C(COC(=O)/C=C/c1ccco1)Nc1ccc(F)cc1Cl	-9	5
COc1cc(/C=C2/SC(=S)N(Cc3ccccc3)C2=O)ccc1OCC(=O)O	-16	8
